# All columns: NCI-60 one-dose screen, growth in % after 48 h at 10 µM unless noted; 100 = growth as untreated, 0 = no growth, -100 = all killed.
# M14 = M14 melanoma. 80,000 tested, 6.2% active
# UACC-62 = UACC-62 melanoma; 81,000 tested, 5.4% active
# SK-MEL-5 = SK-MEL-5 melanoma | 80,000 tested, 6.4% active | AID 1794755
# MDA-MB-435 = MDA-MB-435 melanoma; AID 1794794; 82,000 tested, 7.8% active
# SK-MEL-28 = SK-MEL-28 melanoma | 81,000 tested, 4.1% active | AID 1794761
# SK-MEL-2 = SK-MEL-2 melanoma. AID 1794763. 77,000 tested, 4.7% active
# MALME-3M = MALME-3M melanoma; 78,000 tested, 5.8% active; AID 1794766
# UACC-257 = UACC-257 melanoma. AID 1794764. 78,000 tested, 4.4% active
# * hit, by the source's call; . = not tested or not shown. How the source made its calls: active means growth percent below 10; inactive means the rest.
SMILES,M14,UACC-62,SK-MEL-5,MDA-MB-435,SK-MEL-28,SK-MEL-2,MALME-3M,UACC-257
Cc1c(Cc2ccccc2)c(=O)oc2c(C)c(OCC(=O)n3nc(N)cc3N)ccc12,96,95,99,100,113,102,106,92
CC(=O)Nc1on[n+](-c2ccccc2)c1-c1ccccc1,111,98,102,.,102,94,106,108
CN(C)c1ccc(/C=N/NC(=O)COc2ncnc3sc4c(c23)CCCC4)cc1,105,95,100,101,101,103,107,104
O=C(Nc1ccccc1C(=O)N/N=C/c1cc2ccccc2cn1)c1ccccc1,65,77,70,96,81,67,88,91
Cc1ccc2[nH]c3nc4cc(N5CCC(N6CCOCC6)CC5)cnc4c(C)c3c2c1,109,110,94,108,102,101,100,100
COC(=O)C1(C)COP(=O)(NC23CC4CC(CC(C4)C2)C3)OC1 (centres undefined),104,109,100,105,99,.,.,101
COc1ccc(S(=O)(=O)NC2C(O)C3(C)c4ccccc4C2(C)c2ccccc23)c(OC)c1 (centres undefined),98,85,89,100,102,109,99,105
CC(=O)Nc1ccc(OC(=O)Oc2ccc(NC(C)=O)cc2)cc1,98,90,105,97,105,107,131,91
NCCCC[C@H](NC(=O)[C@@H]1CCCN1C(=O)Cc1cccc2ccccc12)C(=O)N[C@@H](CCCN=C(N)N)C(=O)NCCOCC(N)=O,95,97,103,96,100,110,100,95
COc1ccc(/C(=C\c2ccccc2)C(=O)O)cc1OC,98,93,93,106,106,98,96,99
Cc1ccc(N2C(=O)c3ccccc3C2(O)c2ccccc2)cc1 (centres undefined),104,100,107,96,112,120,116,99
CCN(CC)CCOC(=O)C(c1ccccc1)(c1ccccc1)C(C)C,106,100,91,91,106,.,95,63
C1=CC2C3CCC(C3)C2C1 (centres undefined),112,.,96,105,100,108,89,94
COC(=O)CCC(=O)NC1C2CC3CC(C2)CC1C3 (centres undefined),102,101,98,109,113,115,113,90
N#Cc1ccc(OCc2nc(N)nc(N)c2-c2ccc(Cl)c(Cl)c2)cc1,28,12,23,16,54,30,50,23
COc1ccccc1C=O,99,98,108,112,113,107,96,109
COc1cc2cc(Oc3ccc(NC(=O)c4ccc(Br)c(C)c4)cc3)c(C)nc2cc1OC,102,83,61,90,110,91,87,94
Nc1nc2c(N=Nc3ccc(Br)cc3)c(N)nn2c(-c2ccc(F)cc2)c1-c1nc2ccccc2s1,105,94,101,106,101,98,97,104
O=C(O)c1cc2cc(O)ccc2[nH]1,98,107,101,97,103,90,107,101
Cc1ccc(CCC(=O)Nc2ncc(Cc3cc(Cl)ccc3Cl)s2)o1,6.2*,21,7.9*,-37*,56,65,41,67
COc1ccc(S(=O)(=O)N2CC3(COC3)C2)cc1NC(=O)c1[nH]c(C)c2c1CCCCC2=O,58,23,46,45,74,63,61,52
[O-][n+]1cccc2ccccc21,92,.,99,99,112,106,85,111
COc1ccc(-c2c(NC(C)=O)noc2-c2cccc(OC)c2)cc1,103,103,103,100,103,.,103,99
CN1CCc2c(sc3ncnc(N/N=C/c4ccc(F)cc4)c23)C1,101,95,109,98,92,.,102,104
CC(C)(O)C(Br)(Br)Br,111,106,107,110,104,113,.,102
O=C(c1ccc2ccccc2c1)c1ccccc1Cc1cccc(C(F)(F)F)c1,103,91,103,96,101,95,111,113
Nc1ccc(C(=O)Nc2ccc(C(=O)Nc3ccc4c(O)cc(S(=O)(=O)O)cc4c3)cc2)cc1,.,96,96,116,109,107,126,98
COc1ccc(-n2nc(C)c3c(Oc4ccc(NC(=O)Nc5cc(C(F)(F)F)ccc5F)cc4)ncnc32)cc1,73,65,85,85,82,94,89,80
CC1=Nc2cccc3cccc(c23)N=C(C)C1,95,94,119,112,113,102,136,111
O=C(Nc1ccccc1)Nc1ccc(Oc2ncnc3sc4c(c23)CCCC4)cc1,57,67,68,19,87,88,84,90
N#Cc1nc(-c2ccccc2)oc1N1CCN(S(=O)(=O)c2ccc(F)cc2)CC1,104,46,60,81,85,98,104,70
CCOC(=O)C1CCN(C(=O)CN2C(=O)c3ccccc3C2c2c[nH]c3ccccc23)CC1 (centres undefined),78,97,89,89,99,125,124,99
NC(=O)c1ccc(OC(F)(F)C(F)Cl)cc1OC(F)(F)C(F)Cl (centres undefined),114,97,103,96,126,111,97,110
Cn1c(=O)c2[nH]c(C(O)c3ccc(Cl)cc3)nc2n(C)c1=O (centres undefined),91,94,107,101,108,96,.,98
O=C1Nc2ccc(Cl)cc2C1(Cl)Cl,92,93,100,103,105,106,96,98
O=C1[C@@H]2Cc3c([nH]c4ccccc34)[C@H](c3ccc(Cl)cc3)N2C(=O)CN1C1CCN(Cc2c(Cl)cccc2Cl)CC1,.,79,91,90,98,101,78,100

# Structures above containing four or more nitrogen atoms, in the order listed:
SMILES,M14,UACC-62,SK-MEL-5,MDA-MB-435,SK-MEL-28,SK-MEL-2,MALME-3M,UACC-257
Cc1c(Cc2ccccc2)c(=O)oc2c(C)c(OCC(=O)n3nc(N)cc3N)ccc12,96,95,99,100,113,102,106,92
CN(C)c1ccc(/C=N/NC(=O)COc2ncnc3sc4c(c23)CCCC4)cc1,105,95,100,101,101,103,107,104
O=C(Nc1ccccc1C(=O)N/N=C/c1cc2ccccc2cn1)c1ccccc1,65,77,70,96,81,67,88,91
Cc1ccc2[nH]c3nc4cc(N5CCC(N6CCOCC6)CC5)cnc4c(C)c3c2c1,109,110,94,108,102,101,100,100
NCCCC[C@H](NC(=O)[C@@H]1CCCN1C(=O)Cc1cccc2ccccc12)C(=O)N[C@@H](CCCN=C(N)N)C(=O)NCCOCC(N)=O,95,97,103,96,100,110,100,95
N#Cc1ccc(OCc2nc(N)nc(N)c2-c2ccc(Cl)c(Cl)c2)cc1,28,12,23,16,54,30,50,23
Nc1nc2c(N=Nc3ccc(Br)cc3)c(N)nn2c(-c2ccc(F)cc2)c1-c1nc2ccccc2s1,105,94,101,106,101,98,97,104
CN1CCc2c(sc3ncnc(N/N=C/c4ccc(F)cc4)c23)C1,101,95,109,98,92,.,102,104
COc1ccc(-n2nc(C)c3c(Oc4ccc(NC(=O)Nc5cc(C(F)(F)F)ccc5F)cc4)ncnc32)cc1,73,65,85,85,82,94,89,80
O=C(Nc1ccccc1)Nc1ccc(Oc2ncnc3sc4c(c23)CCCC4)cc1,57,67,68,19,87,88,84,90
N#Cc1nc(-c2ccccc2)oc1N1CCN(S(=O)(=O)c2ccc(F)cc2)CC1,104,46,60,81,85,98,104,70
Cn1c(=O)c2[nH]c(C(O)c3ccc(Cl)cc3)nc2n(C)c1=O (centres undefined),91,94,107,101,108,96,.,98
O=C1[C@@H]2Cc3c([nH]c4ccccc34)[C@H](c3ccc(Cl)cc3)N2C(=O)CN1C1CCN(Cc2c(Cl)cccc2Cl)CC1,.,79,91,90,98,101,78,100

# Continued.
SMILES,M14,UACC-62,SK-MEL-5,MDA-MB-435,SK-MEL-28,SK-MEL-2,MALME-3M,UACC-257
O=C(Nc1cc(=O)[nH]c(SCC(=O)N2CCN(c3cc4c(cc3F)c(=O)c(C(=O)O)cn4C3CC3)CC2)n1)c1ccccc1,86,51,59,91,79,.,82,76
C=CCSC(C)(C)C(N)=O,106,105,103,105,106,106,104,99
O=C1/C(=C/c2ccc(-c3cccc(C(F)(F)F)c3)o2)SC(=S)N1CCCN1CCOCC1,104,98,99,105,111,107,94,102
CC(C)(C)c1cc(C(=O)N2CCC(C(=O)NCCN)CC2)cc(C(C)(C)C)c1,113,89,95,98,101,97,95,81
CC1(C)CCC(C)(C)c2c([N+](=O)[O-])cc([N+](=O)[O-])cc21,103,.,90,103,102,101,84,.
c1cnc2nc3c(cc2c1)oc1ccccc13,105,87,91,103,111,101,109,116
Cc1ccc(-[n+]2noc([O-])c2C2=NN(c3ccccc3)C(c3ccccc3)C2)cc1 (centres undefined),97,97,97,103,109,113,97,109
Fc1ccc(C(F)(F)F)cc1-n1cc(-c2ccc(Br)cc2)oc1=Nc1ccc(Nc2ncnc3sc4c(c23)CCCC4)cc1,92,83,96,101,105,88,104,97
CCOC(=O)OC(C)C(=O)OCC (centres undefined),100,99,104,106,109,125,103,99
Cc1ccc(NC(=O)Nc2cccnc2)cc1NC(=O)Nc1cccnc1,92,76,64,74,99,83,102,11
Cc1nc2c(O)cccc2cc1CO,110,95,98,109,139,122,178,116
CCCCCC/C=C\C(=O)OC,101,110,112,111,118,109,104,105
c1ccc(N=C(Nc2ccccc2)Nc2ccccc2)cc1,95,104,100,102,.,102,123,103
N#Cc1nc(-c2ccc(Cl)cc2)cc(-c2ccc(Nc3nc(N4CCCCC4)nc(N4CCCCC4)n3)cc2)c1N,104,106,98,106,.,106,107,105
Cc1nc2ncccc2c(=O)n1-c1ccc(S(=O)(=O)Nc2ncccn2)cc1,93,.,100,110,99,95,102,91
C/C=C(/C)n1cnc2c(Nc3ccccn3)nc(Cl)nc21,101,96,101,107,105,97,106,98
O=C(CCCCCCC(=O)Nc1ccc(C(=O)/C=C/c2cn(-c3ccccc3)nc2-c2ccc([N+](=O)[O-])cc2)cc1)NO,.,58,84,89,93,86,67,65
CCOC(=O)n1cc(-c2nonc2-c2c[nH]c3ccccc23)c2ccccc21,55,48,83,19,80,81,72,87
O=C1N[C@@H]2NC(=[N+]3CCOCC3)N[C@@H]2N1,102,90,101,105,101,118,93,109
COc1ccc(-n2nc(C(=O)NCc3cc(F)cc(F)c3)nc2-c2cc(OC)c(OC)c(OC)c2)cc1OC,93,83,97,96,110,103,78,95
Cc1ccc(-c2nn(-c3ccccc3)cc2/C=C/C(=O)NNC(=O)Nc2ccc(F)cc2)cc1,95,89,99,100,101,103,103,111
CCN(CC)CCCCNc1ccc(NCCCCN(CC)CC)c2c1C(=O)c1ccccc1C2=O,-37*,111,106,56,116,105,132,98
CCCC(=O)C(CC)C(=O)Nc1ccccc1 (centres undefined),102,91,101,98,102,113,107,93
N#Cc1cn(-c2ncc(C(N)=O)c(N)n2)nc1-c1ccc(Cl)cc1,66,83,87,98,105,67,89,84
Cc1ccc(/C(CCC(=O)O)=N/NC(=O)c2ccccc2)cc1,103,101,101,103,105,115,106,103
N#Cc1c(-c2ccc(Cl)cc2)nc(N2NC(=O)CC2=N)nc1N1CCOCC1,95,89,99,102,104,95,96,100
c1cc(CCCc2ccncc2)ccn1,110,101,108,104,111,87,112,98
Fc1ccc(-c2cc3nc(C(Cl)Cl)nc(-c4ccccc4)n3n2)cc1,27,36,75,6.4*,-7.7*,53,47,-2.1*
CN(C)c1ccc(S(=O)Nc2ccccc2)cc1 (centres undefined),103,92,96,93,106,68,95,86
CC(C)(C)CC(C)(O)C(C)(O)CC(C)(C)C (centres undefined),97,100,93,103,105,104,99,109
CCCCCC(=O)c1ccco1,97,108,110,105,114,99,102,100
COc1ccc(-c2nc3sccn3c2-c2cc(-c3cc(OC)c(OC)c(OC)c3)on2)cc1,92,89,69,102,127,142,105,141
COc1ccc(C(CC(N)=O)C(=O)O)cc1 (centres undefined),104,104,104,110,110,118,117,.
C/C(O)=C(\C=N\C(N)=S)C(=O)Nc1ccccc1,105,97,98,110,116,107,.,98
CCN1C(=O)N(CC)C2C1NN=c1s/c(=C\c3ccc[nH]3)c(=O)n12 (centres undefined),-5.4*,26,30,-57*,46,23,34,47
CCN1C(=O)N(CC)C2Nn3c(s/c(=C\c4ccccc4F)c3=O)=NC21 (centres undefined),23,37,34,-20*,54,53,78,65
CC(C)Cn1cnc2c(SCc3ccccc3Cl)nc(N)nc21,115,77,55,98,101,91,160,93
C=CCC(OC(C)=O)c1ccc2c(c1)OCO2 (centres undefined),102,105,102,106,104,107,102,106
CCc1c(-c2cc3c(cn2)CCCC3)[nH]c2ccccc12,114,98,103,119,106,114,114,119
COc1ccc(-c2nc(-c3c[nH]c4ccccc34)cs2)cc1,95,94,110,114,121,92,111,114
c1ccc2[nH]c(-c3ccc(C4NCCc5c4[nH]c4ccccc54)cc3)nc2c1 (centres undefined),97,86,97,101,102,97,90,.
Cc1nn(-c2c(F)c(F)c(F)c(F)c2F)c(C)c1N=Nc1ccccc1,90,78,93,97,108,100,96,80
COc1cc2c(cc1OC)-c1ccc3cc4c(cc3c1N(CCCn1ccnc1)C2)OCO4,27,-20*,8.8*,61,59,38,48,53
Cn1c(/C=C(\C#N)c2ccccc2)nc2c(N3CCOCC3)nc(Cl)nc21,-62*,-86*,-54*,-85*,-79*,-34*,-51*,-61*
CCNC(=O)c1ccccc1S(C)=O (centres undefined),103,99,105,109,110,104,109,102
CC1CN(CCOC(=O)C(c2ccccc2)C2C=CCCC2)CC1C (centres undefined),96,98,97,102,103,105,87,89
CCN(CCO)c1cccc(C)c1,98,106,116,107,109,98,.,108
O=Cc1cn(-c2ccc(C(=O)O)cc2)nc1-c1ccc(C(=O)O)cc1,108,101,101,110,111,90,100,95
COC(=O)Cc1cc(O)cc2oc(-c3ccc4c(c3N)OCO4)cc(=O)c12,104,88,86,99,109,92,91,95
CCCCCCOC(=O)N1CCN(c2ccccc2)CC1,97,89,99,106,109,105,109,108
O=[N+]([O-])c1ccc(N/N=C/C=C/c2ccccc2)nc1,106,104,107,111,102,105,124,118
O=C(O)c1ccc(-n2c(-c3ccc(Cl)cc3)nc(-c3ccccc3)c2-c2ccccc2)cc1,.,100,97,107,115,93,101,87
Oc1ccc(Cl)cc1CNC1CCCCC1,101,95,103,108,97,104,.,90
O=C(O)c1cc2c(ncc3c(=O)n(-c4ccccc4)[nH]c32)s1,95,100,102,99,104,116,107,100
CCC1(CC)NC(=O)c2c(c3ccc(Cl)c(Cl)c3n2C)C1C#N (centres undefined),105,76,90,99,123,115,109,100
CC(=O)OCC1OC(n2ccc(=O)[nH]c2=O)CC1N=[N+]=[N-] (centres undefined),105,112,.,105,107,.,104,96
CCCCCCCCCCCCCCCCCCNC(=S)N/N=C/c1ccc(OC)c(OC)c1,104,86,95,97,100,111,87,100
